tim23-1 inh – inhibits growth of tim23-1 mutant yeast; 330,000 compounds, 1.3% hits; AID 463212; S. cerevisiae tim23-1 growth, BacTiter-Glo luminescence, 24 h; inhibition, % at 20 µM;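 active means growth inhibition of the mutant yeast at or above 50%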;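 further: temperature-sensitive mutant grown at 25 °C; plate controls were DMSO-treated mutant yeast for no effect and medium wells lacking yeast for full effect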
APJ agonist – agonists of human APJ apelin receptor. CHO-K1 APJ PathHunter beta-arrestin, luminescence; 0% DMSO wells, 100% apelin. activation, % at 20 µM. 330,000 compounds, 0.11% hits. P35414;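 active means activation more than six SD over the plate average, tested at 20 µM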;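 further: 0% = DMSO alone and 100% = apelin-13 at 10 nM; some results filed as inactive read as strong as hits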
Target sequence (P35414 whole entry, looked up): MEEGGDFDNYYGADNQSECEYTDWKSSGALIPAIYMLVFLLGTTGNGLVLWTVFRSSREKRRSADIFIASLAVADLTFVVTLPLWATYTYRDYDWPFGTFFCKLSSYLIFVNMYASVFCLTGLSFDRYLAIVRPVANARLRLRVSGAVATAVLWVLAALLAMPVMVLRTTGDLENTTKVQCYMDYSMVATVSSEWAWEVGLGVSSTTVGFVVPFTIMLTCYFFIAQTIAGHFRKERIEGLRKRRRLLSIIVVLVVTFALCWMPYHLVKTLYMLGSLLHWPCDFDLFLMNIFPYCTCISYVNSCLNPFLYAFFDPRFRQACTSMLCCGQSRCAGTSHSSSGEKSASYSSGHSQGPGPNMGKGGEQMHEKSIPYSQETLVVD
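Assay system: CHO-K1 APJ beta-arrestin complementation cell line / Compound: single test compound dose, 20 µM final, 1% DMSO / Times: overnight seeding, 90 min compound at 25 °C, 1 h detection / Technique: beta-gal luminescence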
Mdm2-MdmX inh – human Mdm2/MdmX binding inhibition. O15151+Q00987. SaOS-2 split-luciferase Mdm2/MdmX complementation, luminescence. inhibition, % at 8 µM. 330,000 compounds, 3% hits;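 active means inhibition of at least 50% at 8 µM in the primary screen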
Jurkat NFkB inh – lowers PMA/ionomycin-induced NF-kB signal in Jurkat cells; PMA/ionomycin-induced NF-kB luciferase reporter, luminescence; inhibition, % at 4 µM; 330,000 compounds, 0.53% hits; AID 435003; in the data active means inhibition above about 50%
APJ antag – blocks the human apelin receptor APJ | P35414 | CHO-K1 APJ beta-arrestin complementation, luminescence | inhibition, % at 20 µM | 330,000 compounds, 0.32% hits | AID 2521;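 active means inhibition above about 40% at 20 µM, limit read from the data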;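 further: cells challenged with 10 nM apelin-13 agonist together with compound; plate controls were apelin-13 plus DMSO wells for no effect and DMSO wells lacking apelin-13 for full effect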
697 NFkB inh – inhibitors of the PMA/ionomycin-induced NF-kB reporter in 697 B cells. 697 B-cell NF-kB luciferase reporter, 16 h. inhibition, % at 4 µM. 330,000 compounds, 0.33% hits. AID 435022; in the data active means inhibition above about 35%
XBP1 UPR activ – adaptive UPR (XBP1) activation; activation, % at 20 µM; 330,000 compounds, 0.33% hits; CHO-XBP1 luciferase reporter, IRE1-XBP1 UPR activation, luminescence; percent of tunicamycin response, DMSO as zero;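 active means versus positive control, 20 µM dose yields 30% or more activation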;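 further: 100% = tunicamycin at 10 µg/mL and 0% = DMSO only wells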
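Signal: luciferase luminescence; Assay system: CHO-XBP1 luciferase reporter cells; Amount: one thousand reporter cells per well; Dosing: 20 µM single concentration, DMSO 1%; Benchmarks: high control tunicamycin 10 µg/mL final, low control DMSO vehicle only; Schedule: 6 h compound exposure at 37 °C, 5% CO2; Evaluation: percent activation relative to tunicamycin reference.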
CHOP UPR activ – activators of apoptotic arm of unfolded protein response (CHOP). CHO-CHOP luciferase reporter, UPR activation, luminescence; percent of tunicamycin response over DMSO baseline. activation, % at 10 µM. 330,000 compounds, 0.34% hits. AID 449763;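 active means at 10 µM dose, activation of 40% or more, normalized to positive control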;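 further: 100% = tunicamycin at 10 µg/mL and 0% = DMSO alone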
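System: CHO-CHOP luciferase reporter cell line; amount: 500 cells/well; buffer or medium: F12 medium containing 10% fetal bovine serum; incubation: 6 h compound exposure at 37 °C after overnight seeding; measured by: luciferase luminescence after 10 min with Steady-Glo reagent; evaluation: % reporter activation, DMSO baseline versus tunicamycin full activation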
* marks the source's active call; other numbers are inactive results; i = inactive; · = not tested or not shown.

SMILES	tim23-1 inh	APJ agonist	Mdm2-MdmX inh	Jurkat NFkB inh	APJ antag	697 NFkB inh	XBP1 UPR activ	CHOP UPR activ
COc1ccc(N(CC(=O)Nc2ccccc2F)S(=O)(=O)c2ccc(C)c([N+](=O)[O-])c2)cc1	22	-3	-13	-16	-5	11	-1	-0.3
CCn1c(SCC(=O)Nc2nnc(C)s2)nnc1-c1ccco1	19	-3	-2	1	-8	5	0	-2.3
N#Cc1c(Sc2ncc(C(F)(F)F)cc2Cl)nsc1C/C=N\OCc1c(F)cccc1Cl	24	-2	16	6	-32	13	-3	0.4
CCOC(=O)c1c(NC(=O)COC(=O)/C=C/c2ccccc2)sc(C(=O)NC)c1C	1	-1	20	-7	0	-27	1	-0.4
C=CCc1cccc(C=Nc2ccc(Br)cc2)c1O	18	-3	-14	11	3	24	2	-0.5
COc1ccccc1NC(=O)COC(=O)c1ccccn1	-3	-2	-19	-8	2	-3	-1	1.8
CCOC(=O)C1CCN(C(=O)c2sc3nc(-c4ccccc4)cn3c2C)CC1	41	-3	22	-1	-17	7	-3	3.8
O=C(COC(=O)c1cccnc1Nc1ccccc1F)NCc1ccc2c(c1)OCO2	-5	-2	12	-3	11	-4	-2	-1.4
COc1ccccc1/C=C/C(=O)Nc1cccc(C(C)=O)c1	-3	-1	-11	-20	-4	-5	1	2.3
CSc1ncccc1C(=O)N1CCN(S(=O)(=O)c2ccc3c(c2)OCCO3)CC1	15	-4	25	-9	3	8	0	1.2
COc1cc2c(cc1NC(=O)C(C)Sc1ccc(C)cc1)oc1ccccc12 (stereo not drawn)	13	-1	10	5	-5	3	-5	-1.4
O=C(NCC1COc2ccccc2O1)C1CCCN(S(=O)(=O)c2cccc3nsnc23)C1 (stereo not drawn)	5	-4	17	11	7	16	-2	-2.5
O=S(=O)(Nc1ccc(Cl)cn1)c1cccs1	18	-3	17	-4	15	12	1	2.4
CCCN1C(=O)C(O)(c2c(C)[nH]c3ccccc23)c2ccccc21 (stereo not drawn)	17	3	0	-12	-10	-28	2	-1.8
COC(=O)c1cnn(-c2nc3c(C)cccc3s2)c1C	13	-2	12	-38	-18	-68	7	2.1
CC(C)(C)C(=O)N1CCCC1C(=O)O (stereo not drawn)	1	2	11	-2	7	13	-2	0.3
O=C(NC(=S)Nc1ccc(CN2CCCCC2)cc1)c1cc2ccccc2o1	-3	-1	19	5	0	-13	-2	4.9
Cc1cccc(C(=O)NNC(=O)c2csc(N3CCOCC3)n2)c1C	-9	-4	17	4	-34	13	-3	1.2
COC(=O)N1CC(C)N(C(=O)OC)CC1C (stereo not drawn)	9	0	9	-3	-1	14	-6	-3.3
CCN(CC)C(=O)[C@H]1C[C@H](CC(=O)NC(C)(C)C)C(=O)N2CCc3c([nH]c4cc(-c5ccco5)ccc34)[C@]12C	35	·	-2	·	·	-4	1	3.4

Arranged by number of heavy atoms (descending): 3 of the compounds above
SMILES	tim23-1 inh	APJ agonist	Mdm2-MdmX inh	Jurkat NFkB inh	APJ antag	697 NFkB inh	XBP1 UPR activ	CHOP UPR activ
O=C(NCC1COc2ccccc2O1)C1CCCN(S(=O)(=O)c2cccc3nsnc23)C1 (stereo not drawn)	5	-4	17	11	7	16	-2	-2.5
O=C(NC(=S)Nc1ccc(CN2CCCCC2)cc1)c1cc2ccccc2o1	-3	-1	19	5	0	-13	-2	4.9
COC(=O)c1cnn(-c2nc3c(C)cccc3s2)c1C	13	-2	12	-38	-18	-68	7	2.1

(cont.)
SMILES	tim23-1 inh	APJ agonist	Mdm2-MdmX inh	Jurkat NFkB inh	APJ antag	697 NFkB inh	XBP1 UPR activ	CHOP UPR activ
Cc1ccccc1-n1c(=O)[nH]c(=O)c2c(N)c(C(=O)c3ccc(Cl)cc3)sc21	6	1	18	10	8	-9	9	2.7
Cc1ccc(C)c(S(=O)(=O)N2CCN(C(=O)[C@H](C)N3C(=O)C4CC=CCC4C3=O)CC2)c1 (stereo partly drawn)	7	-5	-19	8	12	13	1	-1.9
COc1ccc(CNN2CCCCC2C(=O)Nc2ccc(OC)c(OCC(C)C)c2)cc1OC (stereo not drawn)	-38	-1	18	-20	-3	15	-2	-3.1
CCc1ccc(OCCSc2nc3ccccc3n2CCC(=O)O)cc1	-5	-4	24	7	5	7	-3	-0.4
O=C(N/N=C/c1cc(Cl)cc([N+](=O)[O-])c1O)c1ccccc1NS(=O)(=O)c1cccs1	42	-8	19	-2	36	-7	-3	-0.7
O=C(C1CCN(S(=O)(=O)c2cnc[nH]2)CC1)N1CCN(c2ccc([N+](=O)[O-])cc2)CC1	10	-4	-10	1	9	13	-4	0.7
CCC(C)(C)NC(=O)CCn1c(-c2ccccc2)cc(C(C)=O)c1C	13	-4	-1	-4	1	-21	2	-2.7
COc1ccc(OC)c(NS(=O)(=O)c2ccc(SC)cc2)c1	17	-2	38	31	-18	-41	-6	-1.4
CN1CC(=O)Nc2ccccc2C1=O	13	-1	-1	9	-3	-16	-1	-1.3
COc1ccc(CCNC(=O)c2cnc3ccccc3n2)cc1	17	-1	-1	-26	0	-6	5	3.5

15 structures already listed, sorted by length of the SMILES, rising:
SMILES	tim23-1 inh	APJ agonist	Mdm2-MdmX inh	Jurkat NFkB inh	APJ antag	697 NFkB inh	XBP1 UPR activ	CHOP UPR activ
CN1CC(=O)Nc2ccccc2C1=O	13	-1	-1	9	-3	-16	-1	-1.3
CC(C)(C)C(=O)N1CCCC1C(=O)O (stereo not drawn)	1	2	11	-2	7	13	-2	0.3
COC(=O)N1CC(C)N(C(=O)OC)CC1C (stereo not drawn)	9	0	9	-3	-1	14	-6	-3.3
O=S(=O)(Nc1ccc(Cl)cn1)c1cccs1	18	-3	17	-4	15	12	1	2.4
COC(=O)c1cnn(-c2nc3c(C)cccc3s2)c1C	13	-2	12	-38	-18	-68	7	2.1
CCc1ccc(OCCSc2nc3ccccc3n2CCC(=O)O)cc1	-5	-4	24	7	5	7	-3	-0.4
COc1ccc(OC)c(NS(=O)(=O)c2ccc(SC)cc2)c1	17	-2	38	31	-18	-41	-6	-1.4
Cc1cccc(C(=O)NNC(=O)c2csc(N3CCOCC3)n2)c1C	-9	-4	17	4	-34	13	-3	1.2
O=C(NC(=S)Nc1ccc(CN2CCCCC2)cc1)c1cc2ccccc2o1	-3	-1	19	5	0	-13	-2	4.9
COc1ccc(CNN2CCCCC2C(=O)Nc2ccc(OC)c(OCC(C)C)c2)cc1OC (stereo not drawn)	-38	-1	18	-20	-3	15	-2	-3.1
O=C(NCC1COc2ccccc2O1)C1CCCN(S(=O)(=O)c2cccc3nsnc23)C1 (stereo not drawn)	5	-4	17	11	7	16	-2	-2.5
Cc1ccccc1-n1c(=O)[nH]c(=O)c2c(N)c(C(=O)c3ccc(Cl)cc3)sc21	6	1	18	10	8	-9	9	2.7
O=C(N/N=C/c1cc(Cl)cc([N+](=O)[O-])c1O)c1ccccc1NS(=O)(=O)c1cccs1	42	-8	19	-2	36	-7	-3	-0.7
O=C(C1CCN(S(=O)(=O)c2cnc[nH]2)CC1)N1CCN(c2ccc([N+](=O)[O-])cc2)CC1	10	-4	-10	1	9	13	-4	0.7
CCN(CC)C(=O)[C@H]1C[C@H](CC(=O)NC(C)(C)C)C(=O)N2CCc3c([nH]c4cc(-c5ccco5)ccc34)[C@]12C	35	·	-2	·	·	-4	1	3.4

Additional results:
SMILES	tim23-1 inh	APJ agonist	Mdm2-MdmX inh	Jurkat NFkB inh	APJ antag	697 NFkB inh	XBP1 UPR activ	CHOP UPR activ
Cc1cc(O)ccc1Nc1nc(-c2sc(N)nc2C)cs1	0	2	15	2	-3	6	-1	2.7
COc1ccc(NC(=O)CN2C(=O)CC(C)S(=O)(=O)c3ccccc32)cc1 (stereo not drawn)	14	-1	10	-5	-16	-9	-1	0.3
COc1ccccc1CC(=O)Nc1ccc([N+](=O)[O-])cc1OC	12	-6	20	7	10	-17	-3	2.2
C/C(=C1\SC(N2CCOCC2)=NC1=O)c1ccccc1	-5	-4	-1	-8	-6	-14	2	-0.7
COc1ccc(C(=O)/C=C/N(C)C)cc1	13	-1	-3	-2	-2	7	-1	3.0
CC(=O)Nc1ccc(S(=O)(=O)C(C#N)c2nc3ccccc3nc2NCCN2CCOCC2)cc1 (stereo not drawn)	1	-2	-14	14	14	8	-3	-1.4
COC(=O)c1ccccc1NS(=O)(=O)c1c(C)noc1C	21	3	25	2	5	7	-7	1.9
Cc1ccc(NC(=O)[C@H](Cc2c[nH]c3ccccc23)NC(=O)[C@@H]2Cc3ccccc3CN2)c(C)c1	20	3	97*	-48	-75	i	-2	2.2
CCCCCOc1ccc(C(=O)N(Cc2ccco2)C2CCS(=O)(=O)C2)cc1 (stereo not drawn)	5	-5	7	15	15	5	0	0.6
CC(NC(=O)Cc1ccccc1)C(c1ccccc1)N1CCOCC1 (stereo not drawn)	7	-1	8	1	0	-11	0	-1.2
c1ccc(N2CCN(c3ncnc4sc5c(c34)CCC5)CC2)cc1	17	-9	67*	2	7	-10	7	-2.7
COc1cc(CNCc2ccccn2)ccc1OCc1ccccc1Cl	6	-3	6	4	-6	-16	-1	2.4
C=CCn1c(O)c(C=Nc2ccc(Cc3ccncc3)cc2)c(=O)[nH]c1=S	16	0	5	3	-8	-10	0	-0.8
COc1ccc(CCNC(=O)Cc2ccc(OC)c(OC)c2)cc1OC	8	2	-13	-12	-85	-30	1	9.6
COC(=O)c1c(NC(=O)CN2CCN(c3ccccc3OC)CC2)c2cc(C)ccc2n1C	5	-3	0	-2	2	-64	-2	-0.7
O=C(N/N=C/c1ccc(O)cc1O)C1CC1	7	-1	28	-6	7	-4	-2	-0.1
Cc1ccc(NC(=O)CSc2nccn2Cc2ccco2)c(C)c1	13	11	-69	-87	-1	-113	-6	2.9
Cc1cc(NC(=O)CCCC(=O)OCC(F)(F)C(F)F)cc(C)c1C(=O)O	11	5	7	9	3	13	-1	1.6
COCc1nnc(NC(=O)CCSc2ccccc2)s1	20	4	-1	-29	9	-10	-1	0.3
CCOc1ccc2nc(N=NC3=C(O)CC(C)(C)CC3=O)sc2c1	41	-6	29	-29	41*	12	2	0.4
CCC(=NCCc1ccc(OC)c(OC)c1)c1ccccc1O	16	-2	-3	-2	-2	-11	-4	1.0
CCOC(=O)c1cc(S(=O)(=O)N2CCN(C3CCCCC3)CC2)cn1C	-19	-3	33	21	1	2	-4	0.5
NC(=S)N/N=C1\CCOc2ccc(F)cc21	-13	-5	37	-4	15	17	-2	0.4
CN(C)CCCN(C(=O)c1ccc(C(=O)c2ccccc2)cc1)c1nc2cc3c(cc2s1)OCCO3	8	11	53*	-76	12	-22	-2	3.6
CC(=O)Nc1cccc(Oc2cc(C#N)c(C#N)cc2N2CCCCCC2)c1	23	-4	34	-8	12	-3	2	7.8
Cc1cnc(C(=O)NCCc2ccc(Cl)cc2)cn1	-3	0	3	-47	7	-50	0	4.2
C=CCn1c(CCNC(=O)c2cccs2)n[nH]c1=S	14	3	-28	33	9	-55	3	2.4
COc1ccc(-c2cc(C(F)(F)F)nc(NCc3cccs3)n2)cc1	-4	-2	17	-4	3	12	-1	1.1

Screening data: PubChem BioAssay, Sanford-Burnham Center for Chemical Genomics
